Screening results: PubChem BioAssay, The Scripps Research Institute Molecular Screening Center
PKA-R2B activ = activates the human PKA-R2B holoenzyme complex. P22694+P31323. PKA-R2B holoenzyme dissociation, Cy5-IP20 fluorescence polarization; R2B truncated from residue 108, S112A mutant; 0% DMSO only, 100% 113 µM cGMP. AID 504700. activation, % at 11.4 µM. 340,000 compounds, 0.079% hits;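 active means activation above a cutoff set at the mean over all compounds plus 3 SD, cut at about 18% in these data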;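 further: higher means more holoenzyme dissociation and a rise in polarization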
Target sequence (P31323 whole entry, looked up, other chains not shown, the tested form may be a part): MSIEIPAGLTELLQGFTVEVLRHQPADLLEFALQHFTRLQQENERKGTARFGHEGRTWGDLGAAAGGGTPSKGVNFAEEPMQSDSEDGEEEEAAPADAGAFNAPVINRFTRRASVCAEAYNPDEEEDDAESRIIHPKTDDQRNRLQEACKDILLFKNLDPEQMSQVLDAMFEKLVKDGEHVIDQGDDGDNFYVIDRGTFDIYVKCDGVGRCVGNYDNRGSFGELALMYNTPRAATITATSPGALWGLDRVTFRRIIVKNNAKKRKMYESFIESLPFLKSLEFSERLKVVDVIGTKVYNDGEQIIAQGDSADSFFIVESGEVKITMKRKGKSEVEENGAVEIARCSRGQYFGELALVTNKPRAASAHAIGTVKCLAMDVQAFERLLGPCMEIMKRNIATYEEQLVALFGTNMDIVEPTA
DAGLB inh = diacylglycerol lipase beta (human) inhibition | HEK293T DAGLB membrane lysate, EnzChek fluorogenic substrate | inhibition, % at 5.17 µM | 340,000 compounds, 0.059% hits | AID 504411; in the data active means inhibition above about 34%;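 further: 0% = enzyme with vehicle and 100% = wells lacking enzyme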
Target sequence (Q8NCG7 whole entry, looked up): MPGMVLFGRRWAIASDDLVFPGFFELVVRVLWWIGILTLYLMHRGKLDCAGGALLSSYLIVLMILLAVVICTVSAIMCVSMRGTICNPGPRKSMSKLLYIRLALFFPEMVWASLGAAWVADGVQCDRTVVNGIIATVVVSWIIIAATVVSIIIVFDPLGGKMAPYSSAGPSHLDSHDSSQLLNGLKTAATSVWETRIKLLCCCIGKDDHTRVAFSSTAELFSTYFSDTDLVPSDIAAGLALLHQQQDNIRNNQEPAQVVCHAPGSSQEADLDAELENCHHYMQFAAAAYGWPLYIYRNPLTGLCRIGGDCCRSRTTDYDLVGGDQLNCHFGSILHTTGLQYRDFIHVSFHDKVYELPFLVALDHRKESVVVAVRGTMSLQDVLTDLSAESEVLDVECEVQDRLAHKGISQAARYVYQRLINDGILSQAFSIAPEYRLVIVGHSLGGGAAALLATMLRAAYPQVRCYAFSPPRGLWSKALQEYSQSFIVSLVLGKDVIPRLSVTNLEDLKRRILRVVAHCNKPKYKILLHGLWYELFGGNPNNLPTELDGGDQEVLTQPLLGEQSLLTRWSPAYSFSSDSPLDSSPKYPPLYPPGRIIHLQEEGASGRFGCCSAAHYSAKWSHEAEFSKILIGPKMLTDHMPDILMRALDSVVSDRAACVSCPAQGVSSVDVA
Active calls of the source: *. An excerpt, so the mix of outcomes need not match the whole.

PKA-R2B activ	DAGLB inh	Structure
8	-1	CC(=O)c1cccc(NC(=O)C2CCCN2S(=O)(=O)c2ccccc2C(F)(F)F)c1 (centres undefined)
10	1	O=C(Nc1cccc2ccccc12)NC1CC1
-5	-1	CCN(CC)C(=O)C1=C(C)N(Cc2ccc(F)cc2)C(=O)C(CC(=O)NCc2cccs2)C1 (centres undefined)
-6	0	Cc1c(C)c2cc(Cl)c(OCC(=O)NCCCN3CCCC3=O)cc2oc1=O
-9	-4	Cc1ccc(N(C)S(=O)(=O)c2cccc(C(=O)OCC(=O)N(C)Cc3ccccc3)c2)cc1
1	0	COc1ccc(C)cc1/C=C/C(=O)N1CCN(S(=O)(=O)c2cccs2)CC1
-6	-4	COCCNC(=S)Nc1ccc(N2CCOCC2)c(S(=O)(=O)Nc2ccc(Cl)cc2)c1
0	1	O=C(Nc1ccc(C(=O)N2CCOCC2)cc1)c1ccccc1Cl
5	2	O=C(Nc1ccccc1Cl)Nc1ccnn1C1CCN(C(=O)C2CCOC2)CC1 (centres undefined)
-7	3	CN(C(=O)Nc1ccc(F)cc1)[C@H]1C[C@H]2c3[nH]c4ccccc4c3CCN2C(=O)[C@H]1CO
-3	-3	O=C(NN=Cc1ccc(Cl)cc1Cl)c1ccccc1
-3	-18	Cc1ccc(S(=O)(=O)N2C[C@H]3C(=O)C[C@@H](c4ccc(Cl)cc4)N(S(=O)(=O)c4ccccc4C)[C@H]3C[C@H]2c2cccc(Cl)c2)cc1
-3	0	Cc1ccc(C(=O)NC(C)C(c2cccs2)N2CCOCC2)cc1C (centres undefined)
-4	2	COc1cccc(-c2n[nH]nc2C2=CC(=O)CC(C)(C)C2)c1
0	-19	COc1ccc(C(CC(=O)c2ccc(C)cc2)Sc2ccccc2N)cc1 (centres undefined)
-6	-1	COc1ccccc1-c1cnc2c(c1)C(=O)N([C@@H](C)CO)C[C@H](C)[C@H](CN(C)C)O2
-11	-3	O=[N+]([O-])c1cccc(N=NNc2cccc([N+](=O)[O-])c2)c1
-7	-2	COc1ccc([C@H]2N[C@]3(CCCN(Cc4ccc(C(F)(F)F)cc4)C3=O)[C@H]3C(=O)N(Cc4ccccc4)C(=O)[C@@H]23)cc1
4	-3	CC1CCN(S(=O)(=O)c2cccc(C(=O)NC3CCS(=O)(=O)C3)c2)CC1 (centres undefined)
5	0	CCN(CC(=O)Nc1cccc(OC)c1)C(=O)C1CC(=O)N(Cc2ccccc2Cl)C1 (centres undefined)
-6	-2	CCn1c(O)c(N=NC(=O)CNC(=O)c2cccnc2)c2ccccc21
1	-3	O[C@@H]1CN(Cc2cccs2)[C@@H](c2ccccc2)C[C@H]1n1cc(C2CC2)nn1
-13	-2	CC(C)CC1C(=O)N(Cc2cn(CC3CCCCC3)nn2)CCS(=O)(=O)N1Cc1ccc(-c2ccc(Cl)c(Cl)c2)cc1 (centres undefined)
11	-2	C[C@@H]1CN([C@H](C)CO)C(=O)CCCn2nncc2CO[C@@H]1CN(C)S(=O)(=O)c1ccc(-n2cccn2)cc1

An excerpt from above in order of SMILES length, smallest number first:
PKA-R2B activ	DAGLB inh	Structure
10	1	O=C(Nc1cccc2ccccc12)NC1CC1
0	1	O=C(Nc1ccc(C(=O)N2CCOCC2)cc1)c1ccccc1Cl
-3	0	Cc1ccc(C(=O)NC(C)C(c2cccs2)N2CCOCC2)cc1C (centres undefined)
-4	2	COc1cccc(-c2n[nH]nc2C2=CC(=O)CC(C)(C)C2)c1
-6	-2	CCn1c(O)c(N=NC(=O)CNC(=O)c2cccnc2)c2ccccc21
5	2	O=C(Nc1ccccc1Cl)Nc1ccnn1C1CCN(C(=O)C2CCOC2)CC1 (centres undefined)
5	0	CCN(CC(=O)Nc1cccc(OC)c1)C(=O)C1CC(=O)N(Cc2ccccc2Cl)C1 (centres undefined)
1	-3	O[C@@H]1CN(Cc2cccs2)[C@@H](c2ccccc2)C[C@H]1n1cc(C2CC2)nn1
-5	-1	CCN(CC)C(=O)C1=C(C)N(Cc2ccc(F)cc2)C(=O)C(CC(=O)NCc2cccs2)C1 (centres undefined)
-6	-1	COc1ccccc1-c1cnc2c(c1)C(=O)N([C@@H](C)CO)C[C@H](C)[C@H](CN(C)C)O2
-7	3	CN(C(=O)Nc1ccc(F)cc1)[C@H]1C[C@H]2c3[nH]c4ccccc4c3CCN2C(=O)[C@H]1CO
-13	-2	CC(C)CC1C(=O)N(Cc2cn(CC3CCCCC3)nn2)CCS(=O)(=O)N1Cc1ccc(-c2ccc(Cl)c(Cl)c2)cc1 (centres undefined)
-7	-2	COc1ccc([C@H]2N[C@]3(CCCN(Cc4ccc(C(F)(F)F)cc4)C3=O)[C@H]3C(=O)N(Cc4ccccc4)C(=O)[C@@H]23)cc1
-3	-18	Cc1ccc(S(=O)(=O)N2C[C@H]3C(=O)C[C@@H](c4ccc(Cl)cc4)N(S(=O)(=O)c4ccccc4C)[C@H]3C[C@H]2c2cccc(Cl)c2)cc1

Continuation.
PKA-R2B activ	DAGLB inh	Structure
11	0	CN(C)Cc1c[nH]c2nccnc12
-1	1	CCCn1c(N)c(C(=O)CSc2nnc(Cc3cccs3)n2C2CC2)c(=O)[nH]c1=O
12	0	CCN(CC)C(=O)Cn1cc(SCC(=O)NC2CCCCC2)c2ccccc21
5	-4	COc1ccccc1CNC(=O)C[C@@H]1C[C@H]2c3cc(N(C)C)ccc3O[C@H]2[C@H](CO)O1
5	-3	COc1cccc(S(=O)(=O)N(C)C[C@@H]2OCc3cnnn3CCCC(=O)N([C@@H](C)CO)C[C@H]2C)c1
-9	-3	COc1ccc([C@H]2N[C@]3(CCCN(Cc4ccccc4)C3=O)[C@H]3C(=O)N(Cc4ccccc4)C(=O)[C@@H]23)cc1
-8	-2	CC(C)C1C(=O)N(Cc2cn(CC3CCCCC3)nn2)CCS(=O)(=O)N1Cc1ccc(-c2ccc(F)cc2)cc1 (centres undefined)
9	-5	Cc1ccccc1-c1nc(S(=O)(=O)c2ccccc2)c(NCCN2CCOCC2)o1
-11	-3	C[C@H](CO)N1C[C@H](C)[C@H](CN(C)S(=O)(=O)c2cccc(F)c2)OCc2ccccc2-c2c(n(C)c3ccccc23)C1=O
-4	0	CC(C)C1C(=O)N(Cc2cn(Cc3ccco3)nn2)CCS(=O)(=O)N1Cc1ccc(-c2ccc(F)cc2)cc1 (centres undefined)
-2	7	COc1ccc(C(=O)CSc2nc3nn(-c4ccccc4)c(=O)c-3c3n2CCCCC3)c(OC)c1
12	-2	CCNC(=S)N1CCC(C(=O)c2ccc(F)cc2)CC1
8	-3	O=C(COC(=O)c1cccc(S(=O)(=O)N2CCCC2)c1)c1ccc(F)cc1
-11	0	Cc1sc(NC(=O)C2CC(=O)N(Cc3ccco3)C2)nc1-c1ccccc1 (centres undefined)
6	-1	C/C(NCCc1ccc(O)cc1)=C1/CCOC1=O
-15	-1	CCN(CC)C(=O)C1=C(C)N(Cc2ccccc2)C(=O)C(CC(=O)NC2CCCC2)C1 (centres undefined)
-1	2	CCCCn1c(=S)[nH]c2c(=O)n(C)c(=O)n(C)c21
-9	-3	C[C@H](CO)N1C[C@H](C)[C@@H](CN(C)Cc2ccc3c(c2)OCO3)Oc2cc(Br)ccc2S1(=O)=O
5	-33	C#CCN(C[C@@H]1[C@@H](OC(=O)NCC2CCCCC2)[C@@H](OC(=O)NCC2CCCCC2)Cn2c(=O)n(CCCCCC)c(=O)n21)S(=O)(=O)c1ccc(C)cc1
0	-2	C[C@H]1CN(Cc2ccccc2)C(=O)[C@@H]1CC(=O)Nc1ccccc1
-5	-1	O=C(COc1ccc(F)cc1)Nc1nc(-c2cccnc2)cs1
-1	-2	CCOc1cc(N2CCOCC2)c(OCC)cc1NC(=O)c1ccccc1N1CCCC1=O
-8	-3	CN(C(=O)C1CC1)c1ccccc1
4	-3	CC(=O)Nc1ccc2cnn(C(C)=O)c2c1
-2	-3	COc1ccc(CN2CCC[C@]3(N[C@H](c4ccc(OC)cc4)[C@@H]4C(=O)N(Cc5ccccc5)C(=O)[C@@H]43)C2=O)cc1
5	-1	NC(=O)c1ccsc1NC(=O)COC(=O)Cc1ccc(F)cc1
16	2	CN(CC(=O)Nc1ccc(F)cc1)C(=O)CN1C(=O)NC(CCc2ccccc2)C1=O (centres undefined)
4	1	O=C(NCc1nnnn1-c1ccc(F)cc1)c1ccc(S(=O)(=O)N2CCOCC2)cc1
-9	-5	COc1cc(S(=O)(=O)n2ccc(C)n2)c(C)cc1C
-2	0	CN(C(=O)COc1ccccc1)c1ccc([N+](=O)[O-])cc1
9	-2	CN(C)Cc1cc(OCc2ccccc2)cc(CN(C)C)c1O
0	2	CC(=O)Nc1ccc2c(=O)n(-c3ccccc3)sc2c1
7	-10	COC(=O)c1c(C(=O)OC)c2c(-c3ccccc3)cc3cccc1n32
7	-1	CC1(O)C(c2ccccc2)=Nc2ccccc21 (centres undefined)
8	-2	C[C@H](O)[C@@H]1C(=O)N2CCc3c([nH]c4ccccc34)[C@@H]2C[C@@H]1N(C)C(=O)Nc1ccccc1
3	4	O=C1Nc2cc(C(=O)NCCN3CCCCCC3)ccc2S/C1=C/c1ccccc1F
-14	-1	COc1ccc(OC)c(CN2CCN(C(=O)c3ccc(S(=O)(=O)N4CCCCCC4)cc3)CC2)c1
0	-5	C#CCN(C[C@@H]1[C@@H](OC(=O)NCc2ccccc2F)[C@@H](OC(=O)NCc2ccccc2F)CN(C(=O)OC(C)C)N1C(=O)OC(C)C)S(=O)(=O)c1ccc(C)cc1
1	-3	Cc1ccc(C)c(C(=O)COC(=O)c2cc(S(=O)(=O)N3CCOCC3)ccc2F)c1
4	0	Cn1nc(NC(=O)C(F)(F)F)c2ncc(-c3ccccc3)nc21
-8	-2	COCCN(C(=O)COC(=O)c1ccc2c(c1)OCO2)c1c(N)n(Cc2ccccc2)c(=O)[nH]c1=O
0	-11	CC1(c2ccc(F)cc2)OC(=O)c2c1ccc1ccccc21 (centres undefined)
-5	-6	CCc1cccc(NC(=O)c2cc(S(=O)(=O)N3CCCCC3)ccc2N2CCOCC2)c1
6	0	COc1cc2ccnc(C=NO)c2cc1OC
8	-2	COC(=O)C[C@@H]1C[C@H]2c3cc(NC(=O)Nc4ccccc4F)ccc3O[C@H]2[C@H](CO)O1
-9	5	CC1=NN(c2ccccc2)C(=O)C1=Cc1ccccc1
-9	-2	COc1ccc(S(=O)(=O)N(C)[C@H]2C[C@H]3c4cc(-c5ccccc5)ccc4CCN3C(=O)[C@H]2[C@H](C)O)cc1
-5	-2	COc1ccc(-c2csc(NC(=O)CCNC(=O)c3ccco3)n2)cc1
4	1	CC(C)OC(=O)N(C)C[C@@H]1OCc2cnnn2CCCC(=O)N([C@@H](C)CO)C[C@H]1C
-10	-2	CC1CCC(NC(=O)c2cccc(S(=O)(=O)N3CCOCC3)c2)CC1 (centres undefined)
-3	-5	Cc1ccc(NC(=O)c2ccc(OCC3CCCO3)cc2)cc1Cl (centres undefined)
-2	1	CNC(=O)c1ccc(CN(C)C(=O)c2cccc(S(=O)(=O)N3CCc4ccccc4C3)c2)cc1
0	-6	CSC[C@H]1CN(c2ccccc2)C(=O)[C@@H]1CC(=O)Nc1ccc(Br)cc1
1	1	c1ccc2c(c1)COc1c3cc4c(cc3nn1-2)OCO4
-16	-2	C[C@H](CO)N1C[C@H](C)[C@@H](CN(C)C(=O)Oc2ccccc2)OCc2cn(nn2)CCCC1=O
-5	-2	COC(=O)C1(C(=O)OC)C2C(=O)C3C(C21)C3(C(=O)OC(C)(C)C)C(=O)OC(C)(C)C (centres undefined)

Continuation:
PKA-R2B activ	DAGLB inh	Structure
12	-4	Cc1ccc(S(=O)(=O)N2C[C@H]3n4c(=O)ccc(=O)n4C[C@H](OC(=O)NC4CC4)[C@@]3(O)C2)cc1
-2	1	NC(=O)NC(CC(=O)OCC(=O)Nc1nnc(-c2ccccc2)o1)c1ccc(Cl)cc1 (centres undefined)
-2	5	CN1OC[C@@H]2CN[C@H](c3ccc(-c4ccccc4)cc3)C[C@@H]21
2	-3	COc1ccc(C(=O)Nc2ccccc2C(=O)NC2CC2)c(OC)c1OC
-4	-1	C/C(=N/NS(=O)(=O)c1ccc(Br)cc1)c1cccc(NC(=O)C2CC2)c1
1	1	Cc1nnc(SCC(=O)NC2(C#N)CCCCC2)n1N
-5	-9	CC(=O)c1ccccc1NC(=O)COC(=O)C1COc2ccccc2O1 (centres undefined)
15	0	C=C1C(=O)N(C)CCC1C(CC)C(=O)OC (centres undefined)
-7	0	O=C(O)CCC(C(=O)O)N1C(=O)C2C3CCC(C3)C2C1=O (centres undefined)
-6	0	O=C(c1ccccc1)c1ccc(C(=O)N2CCN(c3ccccc3O)CC2)cc1
-1	-2	O=S(CC(O)(c1ccccc1)c1ccccc1)CC(O)(c1ccccc1)c1ccccc1
-10	-1	CCCn1c(=S)[nH]c2cc(C(=O)NCc3ccccc3OC)ccc2c1=O
3	-1	N#Cc1ccc(C(S(=O)(=O)Cc2ccccc2)S(=O)(=O)Cc2ccccc2)cc1
-13	-3	COc1ccccc1NC(=O)N(C)C[C@H]1OCc2cn(nn2)CCCC(=O)N([C@@H](C)CO)C[C@@H]1C
-3	4	C[C@H](CO)N1C[C@H](C)[C@@H](CN(C)S(=O)(=O)c2cccc(C#N)c2)OCc2cnnn2CCCC1=O
-5	-1	CC(C)c1ccc(C(=O)Nc2ccc(S(=O)(=O)NC3=NCCCCC3)cc2)cc1
6	-4	Cc1cc(=O)[nH]c(NNC(=O)c2ccc(Cl)cc2)n1
2	0	COc1ccc(NC(=O)c2ccc(NC(=O)c3cccnc3)cc2)cc1
-1	3	CCN1C(=O)[C@H]2[C@@H](c3ccc(C(F)(F)F)cc3)N[C@]3(CCCN(Cc4cccn4C)C3=O)[C@H]2C1=O
-4	0	CSc1ccc(/C=N/NC(=O)c2ccc3nc[nH]c3c2)cc1
0	4	COc1cccc(S(=O)(=O)N(C)C[C@H]2OCc3cnnn3CCCC(=O)N([C@H](C)CO)C[C@@H]2C)c1
-18	0	O=C(c1ccoc1)N1CCN(c2cc(-c3ccccc3)nc3cc(-c4ccc(Br)cc4)nn23)CC1
1	-12	O=[N+]([O-])c1ccc(NN=C(Oc2ccccc2)c2ccc([N+](=O)[O-])cc2)cc1
1	0	Cc1cc(N2CCOCC2)nc(N2CCOCC2)c1C#N
